Screens (PubChem BioAssay)
MITF act – activators of MITF-driven TRPM1 promoter reporter, primary screen, cell-based, SK-MEL-5, luciferase, single point; SK-MEL-5 TRPM1-promoter luciferase, 24 h; % of positive control, neutral wells = 0; activation, % at 12.5 µM; 300,000 compounds, 0.75% hits; AID 588334, 2011;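 active means mean activation of at least 80% with every replicate also reaching 80%; inconclusive means mean reaches 80% but some replicate falls short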;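 further: 0% = neutral control wells and 100% = parthenolide positive control wells; values of inactives mirror those of a sister screen read the other way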
CDK5 p35 inh – inhibitors of human CDK5/p35 kinase, primary screen, biochemical, single concentration; Cyclin-dependent kinase 5 (Homo sapiens) + Cyclin-dependent kinase 5 activator 1 (Homo …; Recombinant CDK5/p35, ADP-Glo luminescence, 60 min; inhibition, % at 10 µM; 330,000 compounds, 0.01% hits; AID 488839, 2010;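 active means highest replicate inhibition of at least 50% and at least 75% of replicates reaching 50%; inconclusive means only one of the two criteria met; inactive means both criteria failed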;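 further: plate controls were DMSO neutral control for no effect and GW8510 at 10 µM for full effect; many of its hits are not listed in these tables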
DSG3 Ab inh – inhibitors of pemphigus antibody binding to DSG3, primary screen, biochemical, bead-based, flow cytometry, scFv-GFP. Desmoglein-3 (Homo sapiens), P32926. DSG3-coupled beads, scFv-anti-DSG3-GFP binding; active compounds read low. binding (percent of control), % at 10 µM. 310,000 compounds, 0.48% hits. AID 588358, 2011;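 active means binding more than 3 SD below its plate's average and above zero; inconclusive means below that plate limit but binding exactly zero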;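 further: hits lower antibody fragment binding to DSG3; some compounds called inactive have numbers as strong as hits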
Arr AP2 block – inhibitors of beta-arrestin/AP2 binding, primary screen, biochemical, GPCR trafficking, flow cytometry; FITC-arrestin peptide / GST-AP2 beads; AP2 beta2 appendage carries R879A mutation; beta-arrestin 1 C-terminal peptide binding to AP2 beta2-adaptin appendage (human); 340,000 compounds, 0.31% hits; inhibition, % at 10 µM;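 active means inhibition above a set limit, near 3 SD of compounds lacking own fluorescence, cut at about 54% in these data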;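 further: plate controls were DMSO wells for no effect and 5 µM unlabelled arrestin peptide for full effect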
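Test system: GST-tagged AP2 beta2-adaptin appendage (R879A) on 4 µm glutathione beads; also added: fluorescein-tagged arrestin peptide at 50 nM final; timing: 12 min plus 1 h, RT; signal: flow cytometry, FL1 (488/535 nm); read-out: percent drop in bead-associated FITC signal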
PKA-R1A activ – activators of PKA-R1A holoenzyme, primary screen, biochemical, fluorescence polarization, Cy5-IP20, bovine R1A, mouse PKAc | PKA-R1A dissociation; scaled: DMSO 0%, 113 µM cGMP 100% | activation, % at 11.4 µM | 340,000 compounds, 0.083% hits | AID 504707, 2011;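 active means percent activation above the mean of all tested compounds plus 3 SD, cut at about 19% in these data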;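 further: higher means more PKAc released from R1A so a rise in polarization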
SUMO Mot1 rescue – yeast Mot1-301 growth rescue at high temperature, primary screen, SUMOylation pathway inhibitor project, S. cerevisiae, ATP luminescence, 38.5C; S. cerevisiae Mot1-301 growth rescue; percent above DMSO median, 100 means doubled; growth rescue, % at 18.8 µM; 320,000 compounds, 1% hits; AID 2716, 2010;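 active means every valid replicate shows activation above 250% relative to neutral control wells; inactive means the rest, any valid replicate at or below 250%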;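 further: OY570 slx delta 5 strain wells were the positive control but not used for scaling; some compounds called inactive have numbers as strong as hits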
SR-BI DiI inh – inhibitors of SR-BI mediated HDL lipid uptake, primary screen, ldlA[mSR-BI] cells, fluorescence, single point; Scavenger receptor class B member 1 (Mus musculus), Q61009; ldlA[mSR-BI] CHO cells, DiI-HDL uptake fluorescence, 3 h; inhibition, % at 12.5 µM; 320,000 compounds, 0.96% hits;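 active means mean replicate inhibition of at least 70% and a set share of replicates each scoring 70 or more; inconclusive means meets just one of the two criteria; inactive means fails both criteria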;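 further: 0% = median of neutral control wells and 100% = median of positive control wells; values of inactives mirror those of a sister screen read the other way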
NSD2 HMT inh – NSD2 histone methyltransferase inhibitors, primary screen, biochemical, AlphaScreen, single concentration, set 2; AID 743445, 2014; Histone-lysine N-methyltransferase NSD2 (Homo sapiens), O96028; 310,000 compounds, 0.54% hits; inhibition, % at 12.5 µM; NSD2 peptide methylation, 120 min; in the data active means inhibition above about 50%
SR-BI DiI-HDL act – activators of SR-BI mediated DiI-HDL uptake, primary screen, ldlA[mSR-BI] CHO cells, DiI fluorescence | 3 h; 100 = double the neutral-control signal | activation, % at 12.5 µM | 320,000 compounds, 0.096% hits;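 active means mean replicate activation of at least 60% and every replicate at or above 60%; inconclusive means mean or all-replicate condition met, but not both; inactive means mean below 60% and not all replicates reaching 60%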;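 further: 0% = median plate neutral-control signal and 100% = twice that signal; values of inactives mirror those of a sister screen read the other way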
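Test system: SR-BI-overexpressing, LDLR-lacking CHO cells; Medium: Ham's F12 with 0.5% BSA, HEPES 25 mM, pH 7.4; Schedule: 3 h, 37 °C; Technique: bottom-read fluorescence, 550/595 nm.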
dFosB activator – activators of delta FosB homodimer, primary screen, biochemical, fluorescence polarization, TAMRA-CDK5 oligo, single point; purified delta FosB; percent of positive-control signal above neutral wells; activation, % at 25 µM; 340,000 compounds, 0.99% hits;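 active means mean activation above about 17%, with every replicate also reaching it, limit read from the data, passing the limit was not always enough; inconclusive means only one of the two conditions met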;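 further: fluorescence polarization rise as delta FosB binds a TAMRA Cdk5 AP-1 oligo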
Target sequence (P13346 whole entry, looked up): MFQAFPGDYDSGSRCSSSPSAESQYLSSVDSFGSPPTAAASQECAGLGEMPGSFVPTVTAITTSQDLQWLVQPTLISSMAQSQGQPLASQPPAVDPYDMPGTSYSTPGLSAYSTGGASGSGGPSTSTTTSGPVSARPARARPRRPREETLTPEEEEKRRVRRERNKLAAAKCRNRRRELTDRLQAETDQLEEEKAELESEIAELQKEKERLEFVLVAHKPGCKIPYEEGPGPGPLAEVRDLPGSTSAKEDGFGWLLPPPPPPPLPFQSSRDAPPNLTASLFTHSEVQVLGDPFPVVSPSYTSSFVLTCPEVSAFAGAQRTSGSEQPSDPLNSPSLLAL
PKA-R2B activ – activators of PKA-R2B holoenzyme, primary screen, biochemical, fluorescence polarization, Cy5-IP20, human | activation, % at 11.4 µM | PKA-R2B holoenzyme dissociation; R2B truncated from residue 108, S112A mutant; 0% DMSO only, 100% 113 µM cGMP | AID 504700, 2011 | 340,000 compounds, 0.079% hits | cAMP-dependent protein kinase catalytic subunit beta (Homo sapiens) + cAMP-dependent …;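 active means activation above a cutoff set at the mean over all compounds plus 3 SD, cut at about 18% in these data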;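 further: higher means more holoenzyme dissociation and a rise in polarization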
Target sequence (P31323 whole entry, looked up, other chains not shown, the tested form may be a part): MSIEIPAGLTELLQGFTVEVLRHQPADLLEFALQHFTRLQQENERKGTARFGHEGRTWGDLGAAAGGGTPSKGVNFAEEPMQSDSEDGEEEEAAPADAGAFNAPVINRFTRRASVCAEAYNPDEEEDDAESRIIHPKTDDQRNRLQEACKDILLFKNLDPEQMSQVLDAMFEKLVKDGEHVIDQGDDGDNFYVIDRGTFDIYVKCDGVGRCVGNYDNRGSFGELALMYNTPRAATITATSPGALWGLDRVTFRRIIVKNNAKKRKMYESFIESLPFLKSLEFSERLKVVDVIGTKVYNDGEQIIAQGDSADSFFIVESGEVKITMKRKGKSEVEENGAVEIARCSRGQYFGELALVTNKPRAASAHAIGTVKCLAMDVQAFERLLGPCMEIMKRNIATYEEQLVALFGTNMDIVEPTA
* marks the source's active call; other numbers are inactive results; i = inactive; ? = inconclusive; / = not tested or not shown.

SMILES	MITF act	CDK5 p35 inh	DSG3 Ab inh	Arr AP2 block	PKA-R1A activ	SUMO Mot1 rescue	SR-BI DiI inh	NSD2 HMT inh	SR-BI DiI-HDL act	dFosB activator	PKA-R2B activ
COC(CN(C)C(=O)C1CCC(CNS(=O)(=O)c2ccccc2)CC1)OC (configuration not stated)	-1	-0.5	98	-19	-10	119	-16	-2	16	4	12
Cc1c(O)ccc2c(-c3ccccc3)cc(=O)oc12	1	0.2	99	5	6	7	/	-3	/	-10	3
CCN(CC1CCCN(CCc2cccc(OC)c2)C1)C(=O)c1ccoc1C (configuration not stated)	-11	-3.3	118	-13	3	-1	-7	23	7	-14	5
COc1ccc(-n2c(=O)c3ccccc3n(CC(=O)NC3CCCC3)c2=O)cc1	-7	1.4	97	13	5	766	-6	-1	6	-7	-7
Cc1cc(=O)[nH]c(SCC(=O)Nc2ccc(F)c([N+](=O)[O-])c2)n1	-4	0.6	120	/	0	308	2	/	-2	0	2
COc1ccc(Nc2cc(Nc3ccc(OC)cc3)ncn2)cc1	-6	-0.6	132	14	-6	1	-16	2	16	0	-6
COC(=O)[C@@]12CCCN1[C@H](c1ccc(-c3cccc(Cl)c3)c(OC)c1)[C@H]1C(=O)N(C)C(=O)[C@H]12	8	-1.9	113	8	-18	178	31	/	-31	3	-2
CCCN1CCN(CC(=O)Nc2nnc(CC)s2)CC1	-10	0.5	97	4	-2	i	-11	2	11	-8	1
CC(=O)N1CCN(c2ccc(NC(=S)NC(=O)COc3ccc(C(C)(C)C)cc3)cc2)CC1	-3	-1.0	85	9	7	-5	-11	1	11	2	-4
Cc1cc(=O)n2nc(N3CCC(C(=O)NCc4ccccc4F)CC3)sc2n1	2	1.1	101	5	1	10	-19	-3	19	3	0
Cc1ccnc(NC(=O)C(C)n2cc([N+](=O)[O-])cn2)c1 (configuration not stated)	-9	1.8	/	22	-2	5	-21	-4	21	1	0
Cc1cc(C)c2ccc3c(C)c(C)n(C)c3c2n1	14	0.7	117	7	-19	11	34	-2	-34	-2	-6
COc1ccc(N=NC2=C(O)CC(C)(C)CC2=O)c(OC)c1	/	0.5	109	-12	3	-12	17	-1	-17	1	-5
Cc1ccc(/C=N/OC(=O)c2c(C)noc2-c2snnc2C)cc1	5	0.8	108	14	-3	-7	-27	-4	27	-8	13
O=c1c(-c2ccc3c(c2)OCCO3)c(C(F)(F)F)oc2cc(O)cc(O)c12	/	-1.1	117	5	-12	-11	-3	5	3	-9	-9
O=C(CSc1nnc2scc(-c3ccccc3)n12)N1CCN(Cc2ccccc2)CC1	0	1.1	99	-10	-13	-24	-24	50	24	2	-14
COC(=O)CCNC(=O)Cc1ccc(S(=O)(=O)N2CCCCC2)s1	0	0.6	105	32	-3	/	-20	-4	20	-11	-12
Cc1cc(N2CCCC2=O)cc(C)c1S(=O)(=O)NCCOc1ccc(C(C)(C)C)cc1	10	-0.5	76	-4	-4	-8	-8	0	8	-9	-2
COc1ccccc1-c1cc(-c2ccccc2)nc(SC(C(N)=O)c2ccccc2)c1C#N (configuration not stated)	/	-1.0	95	2	-7	13	28	-1	-28	?	0
COCCNC(=O)/C(C#N)=C/c1c(N2CCN(c3ccc(OC)cc3)CC2)nc2c(C)cccn2c1=O	-5	-0.4	106	-20	-4	-4	-24	9	24	-13	4
CC(C)(CCO)NC(=S)NC1CC2C=CC1C2 (configuration not stated)	-12	-2.2	112	7	2	0	-10	-2	10	-5	0
Cc1ccccc1NC(=O)c1c(F)c(F)c(F)c(F)c1F	-10	2.9	100	17	8	6	7	0	-7	6	-8
O=C(CN1CCN(Cc2ccccc2)CC1)N/N=C/c1ccccc1F	/	0.9	100	4	/	-7	-17	-1	17	-1	/
CCCC(C(=O)NC1CCCC1)N(C(=O)c1snc(C(N)=O)c1N)c1ccc(OCC)cc1 (configuration not stated)	-1	0.1	/	27	0	-5	/	/	/	-11	-9
CCCCNC(=O)CSc1nc(COc2ccccc2)nc2ccccc12	-2	1.1	101	39	5	7	-19	3	19	-4	3
Nc1ccccc1Nc1ccccc1	-30	0.4	98	9	11	0	18	19	-18	-7	-4
CCOc1ccc(S(=O)(=O)N(CC)CC(=O)N2CCCC2)cc1	0	1.0	100	-8	3	-3	5	1	-5	1	6
CN(C)C(=O)CSc1nnc(CCNC(=O)OC(C)(C)C)o1	-9	1.0	96	4	11	-9	17	1	-17	-3	13
CCOC(=O)NC(=O)CN1C(=O)NC2(CCc3ccccc32)C1=O (configuration not stated)	8	-4.9	106	2	-8	132	/	0	/	-8	2
O=C(CNS(=O)(=O)/C=C/c1ccccc1)OC1CCOC1=O (configuration not stated)	3	0.7	99	31	3	-9	-16	-2	16	1	-8
CN1CCN(c2oc(-c3ccccc3)nc2S(=O)(=O)c2ccc(Br)cc2)CC1	-1	0.8	100	-3	-14	7	11	8	-11	2	6
COc1cc(/C=N/NC(=O)CCn2nnc3ccccc32)ccc1O	11	0.7	103	2	-6	-13	-20	-3	20	-4	-4
O=C(C1=C[C@@H](c2ccc(Br)cc2)C[C@@H](OCCCCO)O1)N1CCN(Cc2ccccc2)CC1	-29	-1.1	106	4	-1	6	-28	/	28	0	6
COc1ccccc1-c1nnc(SCCN2CCOCC2)n1-c1ccc(C)cc1	/	0.6	104	-1	-8	13	-28	/	28	-3	6
CCN(CC)S(=O)(=O)c1ccc(N2CCOCC2)c(NC(=O)c2[nH]c(C)c(C(C)=O)c2C)c1	-10	1.5	106	17	0	-8	-13	2	13	-17	6
Cn1c(SCC(=O)Nc2ccc(Cl)cc2)nc(O)cc1=O	-4	-1.8	/	6	6	18	-10	3	10	-8	-3
CSc1nc2sc3c(c2c2nnnn12)CCCC3	22	0.5	100	26	-2	31	-34	0	34	-4	-1
O=C(NC(=S)Nn1cnc2c(cnn2-c2ccccc2)c1=O)c1ccccc1	-1	2.0	/	-7	-14	-18	-53	19	53	-3	-9
CC1=NN(C2=NS(=O)(=O)c3ccccc32)C(C)(O)C1 (configuration not stated)	-6	-0.6	93	-6	-13	-6	-27	3	27	2	-4
CCOC(=O)c1sc(=NC(=O)c2ccccc2)n(C)c1C	68	-3.1	104	-1	0	-4	15	-9	-15	-8	2
Cn1c(=O)c2c(nc(Sc3ccccc3N)n2C)n(C)c1=O	0	1.3	113	-3	10	0	-8	-3	8	4	-1
C=CCn1c(C(C)(C)C)nc2ccccc21	-1	-2.7	99	14	-5	5	0	0	0	-2	-13
CCN(C(=O)c1ccc(S(=O)(=O)N(C)C)cc1)C(C)C(=O)Nc1ccc(C)cc1 (configuration not stated)	/	-0.3	104	12	6	-21	/	2	/	-4	-7
O=C(NC1CCSc2ccccc21)c1ccc(C(F)(F)F)cc1 (configuration not stated)	-2	0.6	97	6	-1	53	-8	/	8	-10	4
Cc1cccc(NC(=O)C2CCN(S(=O)(=O)c3cccc4nsnc34)CC2)c1	0	0.7	101	5	0	22	-16	1	16	6	0
Cc1ccc(S(=O)(=O)CCC(=O)OCc2nnc(-c3ccccc3Br)o2)cc1	7	-1.0	/	19	-2	13	-15	3	15	-6	-8
O=C(O)C(F)(F)S(=O)(=O)O	/	0.3	98	26	13	/	-36	-1	36	1	11
Cc1noc(C)c1COC(=O)c1cccnc1SCC(=O)Nc1ccc2c(c1)OCO2	21	3.1	/	1	-1	-14	-5	2	5	-9	2
COc1ccc(NC(=O)c2oc3cc(C)c(C)cc3c2C)c(OC)c1	2	-1.0	/	22	-9	2	1	/	-1	0	-12
CC(C)CCn1nnnc1C(c1ccc(F)cc1)N1CCN(C(=O)c2ccco2)CC1 (configuration not stated)	-7	-0.1	96	-3	-10	6	-44	3	44	-1	-1
CC(CCc1ccccc1)NC(=O)CSc1ccccc1 (configuration not stated)	15	0.9	111	22	1	4	-19	-1	19	3	-7
Cc1csc(SCC(=O)NC(C)c2ccc(F)cc2)n1 (configuration not stated)	2	0.1	107	-15	14	19	2	-2	-2	-4	3
Nn1cc(-c2ccccc2)nc1SCC(=O)NCCc1ccccc1	-4	2.5	100	40	2	-1	11	4	-11	-4	12
CCN1CCN(c2cc(C)c3cc(NC(=O)Cc4ccccc4OC)ccc3n2)CC1	6	-0.4	/	-4	0	3	26	6	-26	0	-1
CC1CC(C)CN(C(=O)c2ccc(NC(=O)c3ccc(=O)[nH]c3)cc2)C1 (configuration not stated)	/	3.8	99	9	-9	-5	8	/	-7	-5	-2
Fc1ccc2c(c1)C1C=CCC1C(c1cc3c(cc1Br)OCO3)N2 (configuration not stated)	2	-0.3	105	-13	-4	-13	61	-2	-61	-10	0
CCOC(=O)N1CCN(C(=O)C2CCN(S(=O)(=O)c3ccc(OC)cc3)CC2)CC1	8	1.2	107	7	2	11	-29	-2	29	-4	-1
Cc1ccccc1NC(=O)c1ccccc1	/	1.3	107	1	10	52	9	-2	-9	1	-8
CCc1c(C)nc2ncnn2c1N1CCCC(C(=O)NCCc2ccccc2)C1 (configuration not stated)	14	-0.1	104	-6	6	-3	-10	0	10	-7	-15
